hERG WT inh = inhibitors of human wildtype KCNH2 potassium channel; activity change, % at 1.84 µM; actives 0.37% (n = 340,000); U2OS, BacMam KCNH2, thallium flux FluxOr; hits give low values; Q12809;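 active means maximum activity change below -70%; inconclusive means maximum activity change between -70% and -50%; inactive means maximum activity change above -50%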; further: on the % scale 0 is the no-effect control and ±100 the full control effect
Target sequence (Q12809 whole entry, looked up): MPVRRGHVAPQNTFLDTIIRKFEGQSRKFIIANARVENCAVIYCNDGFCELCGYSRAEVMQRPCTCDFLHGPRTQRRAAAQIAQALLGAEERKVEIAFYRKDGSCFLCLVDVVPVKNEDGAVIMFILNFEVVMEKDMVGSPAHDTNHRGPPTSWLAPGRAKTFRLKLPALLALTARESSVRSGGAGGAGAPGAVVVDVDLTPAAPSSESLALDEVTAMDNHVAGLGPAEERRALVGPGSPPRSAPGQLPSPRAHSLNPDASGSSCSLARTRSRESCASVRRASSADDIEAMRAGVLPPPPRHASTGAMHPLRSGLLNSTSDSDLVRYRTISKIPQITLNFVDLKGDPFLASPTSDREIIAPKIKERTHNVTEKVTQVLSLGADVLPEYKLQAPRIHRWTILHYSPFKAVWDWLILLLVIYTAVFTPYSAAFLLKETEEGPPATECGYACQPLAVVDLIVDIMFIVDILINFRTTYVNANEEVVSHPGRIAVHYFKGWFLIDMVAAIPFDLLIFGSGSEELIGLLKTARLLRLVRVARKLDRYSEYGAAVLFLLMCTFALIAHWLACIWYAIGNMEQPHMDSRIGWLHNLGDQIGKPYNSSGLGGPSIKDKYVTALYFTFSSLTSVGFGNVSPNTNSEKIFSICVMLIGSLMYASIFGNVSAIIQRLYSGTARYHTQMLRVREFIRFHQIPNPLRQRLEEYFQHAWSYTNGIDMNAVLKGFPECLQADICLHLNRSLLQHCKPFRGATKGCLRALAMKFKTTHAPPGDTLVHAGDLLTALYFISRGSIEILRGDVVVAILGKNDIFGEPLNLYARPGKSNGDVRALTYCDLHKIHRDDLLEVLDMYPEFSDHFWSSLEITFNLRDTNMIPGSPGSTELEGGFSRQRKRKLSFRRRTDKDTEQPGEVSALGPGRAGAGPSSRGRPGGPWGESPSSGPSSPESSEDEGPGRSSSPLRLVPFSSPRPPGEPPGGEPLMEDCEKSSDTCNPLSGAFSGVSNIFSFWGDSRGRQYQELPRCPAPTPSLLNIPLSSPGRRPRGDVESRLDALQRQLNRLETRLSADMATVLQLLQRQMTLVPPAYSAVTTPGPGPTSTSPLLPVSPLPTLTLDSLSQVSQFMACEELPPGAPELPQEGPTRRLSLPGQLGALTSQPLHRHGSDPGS
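U2OS cells transduced with wild-type KCNH2 virus are loaded with FluxOr dye for 45 min, and thallium flux is measured in kinetic reads before and after stimulation buffer. Rate constants are normalized to DMSO controls.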
USP2a block = USP2a (human) protease inhibition | O75604 | USP2 core, Ub-CHOP2 coupled fluorogenic reporter, 485/531 | Potency, µM (series often up to 38.3 µM), for the others: at the top dose activity change, negative = inhibition, usual class: inhibitors | actives 0.01% (n = 330,000) | AID 463254;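 further: potency means the concentration at half of the fitted maximal effect; plate controls were DMSO wells for no effect and full inhibition by NEM control for full effect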
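Cell-free coupled assay: 10nM USP2 core preincubated 30min RT with compound in Tris-HCl pH 8.0/CaCl2/CHAPS buffer, then 25nM Ub-CHOP2 and 25nM reporter substrate; fluorescence (Ex 485/Em 531) read after 60min RT, normalized to NEM inhibition, concentration-response curves fitted.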
KCNH2 3.1 block = blocks the human KCNH2 3.1 channel isoform | U2OS KCNH2 3.1, thallium flux FluxOr; hits give low values | activity change, % (tested at about 1.8 µM) | actives 0.95% (n = 340,000);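 active means maximum activity change below -70%; inconclusive means maximum activity change from -70% to -50%; inactive means maximum activity change above -50%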;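 further: thallium influx rate constant from kinetic fluorescence after stimulation buffer; on the % scale 0 is the no-effect control and ±100 the full control effect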
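Channel expression came from 3.1 mutant virus (1.77 x 10^8 /mL) applied to suspended U2OS cells for 4 h. Flux was tracked with FluxOr dye plus Red40 quencher, and kinetic rate constants normalized to controls.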
Mito fusion act = blocks mitochondrial division or promotes mitochondrial fusion; S. cerevisiae fusion-defective mutant growth rescue, CellTiterGlo 48 h; Potency, µM (series often up to 46.1 µM), inactives show at the top dose growth rescue (activation), usual class: activators; actives 0.23% (n = 320,000);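 further: potency means the concentration at half of the fitted maximal effect; % of control where 0% means no effect; nearly all actives have a fitted effect of over 45% in size; temperature-sensitive fusion mutants such as fzo1-1 at 37 °C on non-fermentable ethanol glycerol medium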
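Luminescent cell viability in 1536-well qHTS format served as the measure of rescued growth in ts fusion-mutant S. cerevisiae cultured on non-fermentable YPEG for 48 hours at 37C.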
TCR activator = T cell receptor activation; primary human leukocytes, anti-CD3, IL-2 HTRF, 48 h; Potency, µM (doses to about 9.22 µM), without a hit: top-dose activation of IL-2 secretion, most hits filed as activators; 330,000 tested, under 10 active; further: % of control where 0% means no effect
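1) Mix primary human leukocytes, a-CD3 beads and compound. 2) Incubate 48 hr. 3) Add HTRF IL-2 reagents (a-IL-2-K, a-IL-2-d2).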
TSHR antagonist = human thyrotropin receptor antagonism; P16473; actives 0.2% (n = 330,000); activity change, negative = inhibition, % at 11.5 µM; TSHR-expressing cells, TSH-stimulated cAMP HTRF, 2 h; hits give low values;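 active means activity change below a set negative limit, meaning inhibition stronger than a set level, cut at about -70% in these data; inconclusive means activity change between two set negative limits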; further: on the % scale 0 is the no-effect control and ±100 the full control effect
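TSHR-expressing cells were treated with compounds, then stimulated with TSH at EC80 (4nM final) for 2 hours at 37 deg C. Cellular cAMP was measured by HTRF competition between lysate cAMP and cAMP-d2 for a cryptate-labelled anti-cAMP antibody.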
Eya2 phos inh = Eya2 (human) phosphatase inhibition | O00167 | Potency, µM (highest dose often 76.9 µM), for the others: top-dose activity, negative = inhibition, most hits filed as inhibitors | recombinant Eya2, OMFP fluorescence dephosphorylation (OMFP is methylfluorescein phosphate) | actives 0.006% (n = 330,000); further: potency means the concentration at half of the fitted maximal effect; on the % scale 0 is the no-effect control and ±100 the full control effect
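Eya2 (0.2 uM) preincubated 10 min at ambient with compound, then OMFP substrate added at 50 uM; 10 min reaction in 50 mM HEPES pH 7.5, 50 mM NaCl, 5 uM MgCl2, 0.05% BSA, 1 mM DTT. Fluorescence read at Ex 485/Em 525 nm.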
TRPV1 ag = agonists of human vanilloid receptor 1 (TRPV1). actives 0.19% (n = 320,000). activation, % at 8.33 µM. TRPV1-expressing cells, Fluo-8 calcium influx, agonist mode. Q8NER1. AID 540275; in the data active means activation above about 80%; inconclusive means between about 30% and that limit; further: 0% is about no effect
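Cells expressing TRPV1 were dye-loaded with Fluo-8 and read kinetically: 10 s baseline, 3 min after compound (agonist portion), then 2 min after EC20 capsaicin (allosteric enhancer portion). Calcium-bound dye fluorescence at 480/520 nm.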
AT treatment = potential ataxia-telangiectasia treatments restoring KAP-1 phosphorylation; […] A-T fibroblasts, KAP-1 phosphorylation AlphaLISA; neocarzinostatin DNA damage 30 min before lysis; Potency, µM (titrated, usually from 57.5 µM), for the others: at the top dose activation, hits mostly activators; AID 485349; actives 0.19% (n = 320,000); further: potency means the concentration at half of the fitted maximal effect; % of control where 0% means no effect; nearly all actives have a fitted effect of over 45% in size
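hTERT-immortalized A-T patient fibroblasts ([…]), 500 cells/well in OPTI-MEM, 1% FBS, got compounds for 60 min, then NCS for 30 min at 37C. Lysates were then assayed for phospho-KAP-1 by AlphaLISA (anti-pKAP1 donor, anti-KAP1 acceptor beads), 6 hr at 25C.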
ELG1 DNA repair = inhibitors of ELG1-dependent DNA repair in HEK293T cells; HEK293T ELG1-luciferase reporter, luminescence, 16 h; DNA damage induced by 5-fluorouridine; Potency, µM (highest dose often 46.1 µM), inactives show top-dose activity change, negative = inhibition, hits mostly inhibitors; actives 2.3% (n = 330,000); AID 504467; further: potency means the concentration at half of the fitted maximal effect; on the % scale 0 is the no-effect control and ±100 the full control effect; nearly all actives have a fitted effect of over 55% in size
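Step one: seed 2,000 cells per well. Step two: pin-transfer compound or DMSO alongside 5-fluorouridine. Step three: incubate 16 hr, 37 °C, 5% CO2. Step four: add ONE-Glo, wait 30 min, read luminescence.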
Starred values were filed as active, the others as inactive; ? = inconclusive; . = not tested or not shown; [ ] = dose if it differs, or a comment. Unless noted, the call rests on the fitted dose curve; in most records, active means well fitted curve in the direction sought with a large enough effect; inconclusive means small, poorly fitted or top-dose-only effect, or another doubt; inactive means no such curve, though single readings can be large; an effect the other way counts as inactive or inconclusive. These rows are one share of the data. The share of hits here may be higher or lower than overall.

SMILES	hERG WT inh	USP2a block	KCNH2 3.1 block	Mito fusion act	TCR activator	TSHR antagonist	Eya2 phos inh	TRPV1 ag	AT treatment	ELG1 DNA repair
Cc1ccc(S(=O)(=O)N2CCN(C(=O)CCCN3C(=O)NC4(CCCC4)C3=O)CC2)cc1C	4	0%	9	-5%	-1%	10	8%	4	9%	7%
O=S(=O)(c1ccc(Br)s1)N1CCN(Cc2ccc3c(c2)OCO3)CC1	5	3%	-5	18%	2%	-12	17%	3	4%	2%
CC1=C(C(=O)OCCNC(=O)c2ccccc2O)C(c2ccccc2[N+](=O)[O-])C(C(=O)OCC2CCCO2)=C(C)N1 (stereo not drawn)	3	4%	6	0%	0%[46.1 µM]	-8	-2%	8	-4%	?
CCOc1ccc(C(=S)N2CCCC2)c(OCC)c1	2	0%	-7	-17%	1%	12	4%	1	0%	-10%
O=C(O)c1nc(-c2ccccc2)n(-c2ccccc2)n1	-16	0%	13	0%	-4%[46.1 µM]	8	-3%	3	7%	?
O=C(COc1ccc(S(=O)(=O)N2CCOCC2)cc1Cl)N1CCOCC1	-6	-2%	-11	7%	-4%	3	5%	-1	0%	11%
O=S1(=O)N=C(Nc2ccc(O)cc2)c2ccccc21	4	-1%	-2	3%	-4%	-3	-10%	-1	2%	10%
CCS(=O)(=O)N1CCN(c2ccc(C(=O)NC34CC5CC(CC(C5)C3)C4)cc2[N+](=O)[O-])CC1	11	2%	4	0%	-1%[46.1 µM]	-8	15%	9	0%	23µM*
Cc1ccccc1-n1sc2cc(F)ccc2c1=O	2	1%	-5	3%	-5%	?	-8%	22	-2%	?
NC(=O)CSc1nnc(-c2ccc(S(=O)(=O)N3CCCC3)cc2)n1CC1CCCO1 (stereo not drawn)	-5	2%	-18	-4%	2%	6	-3%	-1	16%	-4%
COc1ccc(-c2cc(C(F)F)n3ncc(C(=O)N4CCCc5ccccc54)c3n2)cc1	-17	0%	.	0%	1%	-6	-9%	26	-1%	-19%
FC(F)Sc1ccc(-n2c(-c3ccc(Cl)cc3)c[n+]3c2CCC3)cc1	-5	4%	-5	-4%	1%	12	1%	-2	4%	?
CCOCCn1c(SCC)nc2c1c(=O)[nH]c(=O)n2C	-6	0%	-3	9%	-6%[46.1 µM]	47	3%	5	-6%	28%
COc1cc(-n2c(=O)c3ccccc3n(CC(=O)c3ccc(F)cc3)c2=O)cc(OC)c1OC	7	-1%	-28	0%	-3%	-3	0%	2	-2%	-2%
CC1Sc2ccc(S(=O)(=O)CCC(=O)N3CCN(c4cccc(Cl)c4)CC3)cc2NC1=O (stereo not drawn)	9	-5%	-3	8%	-6%	-17	-16%	1	-9%	13µM*
O=C(O)Cn1cnc2scc(-c3cccs3)c2c1=O	1	12%	-6	19%	-2%	16	16%	-3	2%	6%
CCOC(=O)c1c(/N=C/c2ccc(C)cc2O)sc2c1CCN(C)C2	15	0%	19	1%	-6%	-4	?	0	-8%	6%
Cc1ccc(-n2nc3c(c2NC(=O)c2cccs2)CS(=O)(=O)C3)cc1C	26	-3%	-6	0%	5%	-46	5%	-1	6%	8%
CC(C)c1ccc(Nc2nc(Cl)nc(NCCO)n2)cc1	-1	1%	-6	-4%	7%	-3	-1%	?	1%	-1%
Cc1ccc(C)c(S(=O)(=O)NCCCn2ccnc2)c1	-14	-1%	14	-8%	4%[46.1 µM]	13	-1%	0	-9%	0%
O=C(COc1ccc2c3c(c(=O)oc2c1)CCC3)NC(Cc1ccc(Cl)cc1)C(=O)O (stereo not drawn)	-1	-1%	1	0%	-3%	7	0%	-3	13%	0%
COc1ccc(Cl)c(Cn2c(NCCCO)nc3c2c(=O)n(C)c(=O)n3C)c1	-2	0%	-17	-4%	-12%	2	2%	7	7%	4%
Cc1[nH]c2ccccc2c1-c1ccc(Cl)nn1	0	2%	1	-2%	-2%	0	-23%	-6	-3%	2%
COc1ccccc1CCNC(=O)C(C)n1nc(C)c2c(C)n(-c3ccccc3)nc2c1=O (stereo not drawn)	-13	-1%	-3	-23%	-3%	-9	-17%	-3	-2%	-13%
Cc1cc(Cl)c(OCCCN(C)C)c(Br)c1	2	-2%	-7	-2%	-1%[46.1 µM]	13	7%	2	0%	-4%
COc1cc(OC)cc(C(=O)O/N=C(\N)c2ccccn2)c1	5	0%	12	-4%	13%	-5	-7%	5	-4%	?
CCn1c2ccccc2c2cc(NC(=O)CNC)ccc21	9	-1%	-11	-8%	0%	7	18%	2	1%	-3%
Cc1ccc(C(=O)O)cc1-n1c(C)cc(C=O)c1C	1	0%	1	2%	-3%	-4	5%	1	-2%	12%
OC(COC(c1ccccc1)c1ccccc1)CN1CCN(c2cccc(Cl)c2)CC1 (stereo not drawn)	-1	-14%	-50	-46%[inhibitor]	-1%	15	-15%	3	3%	-18%
O=C(NCCN1CCCC1)c1ccc(Cn2c(=S)[nH]c3ccc(Br)cc3c2=O)cc1	16	4%	-11	-2%	-7%	9	0%	2	-3%	-2%

Ten consecutive compounds out of the list so far:
SMILES	hERG WT inh	USP2a block	KCNH2 3.1 block	Mito fusion act	TCR activator	TSHR antagonist	Eya2 phos inh	TRPV1 ag	AT treatment	ELG1 DNA repair
O=C(COc1ccc(S(=O)(=O)N2CCOCC2)cc1Cl)N1CCOCC1	-6	-2%	-11	7%	-4%	3	5%	-1	0%	11%
O=S1(=O)N=C(Nc2ccc(O)cc2)c2ccccc21	4	-1%	-2	3%	-4%	-3	-10%	-1	2%	10%
CCS(=O)(=O)N1CCN(c2ccc(C(=O)NC34CC5CC(CC(C5)C3)C4)cc2[N+](=O)[O-])CC1	11	2%	4	0%	-1%[46.1 µM]	-8	15%	9	0%	23µM*
Cc1ccccc1-n1sc2cc(F)ccc2c1=O	2	1%	-5	3%	-5%	?	-8%	22	-2%	?
NC(=O)CSc1nnc(-c2ccc(S(=O)(=O)N3CCCC3)cc2)n1CC1CCCO1 (stereo not drawn)	-5	2%	-18	-4%	2%	6	-3%	-1	16%	-4%
COc1ccc(-c2cc(C(F)F)n3ncc(C(=O)N4CCCc5ccccc54)c3n2)cc1	-17	0%	.	0%	1%	-6	-9%	26	-1%	-19%
FC(F)Sc1ccc(-n2c(-c3ccc(Cl)cc3)c[n+]3c2CCC3)cc1	-5	4%	-5	-4%	1%	12	1%	-2	4%	?
CCOCCn1c(SCC)nc2c1c(=O)[nH]c(=O)n2C	-6	0%	-3	9%	-6%[46.1 µM]	47	3%	5	-6%	28%
COc1cc(-n2c(=O)c3ccccc3n(CC(=O)c3ccc(F)cc3)c2=O)cc(OC)c1OC	7	-1%	-28	0%	-3%	-3	0%	2	-2%	-2%
CC1Sc2ccc(S(=O)(=O)CCC(=O)N3CCN(c4cccc(Cl)c4)CC3)cc2NC1=O (stereo not drawn)	9	-5%	-3	8%	-6%	-17	-16%	1	-9%	13µM*

(continued)
SMILES	hERG WT inh	USP2a block	KCNH2 3.1 block	Mito fusion act	TCR activator	TSHR antagonist	Eya2 phos inh	TRPV1 ag	AT treatment	ELG1 DNA repair
CSc1ccccc1NC(=O)C1CC(c2ccccc2O)=NO1 (stereo not drawn)	-11	1%	3	7%	-1%	-11	-4%	17	4%	7%
O=C(CN1CCN(c2cccc(Cl)n2)CC1)N1CC(O)CO1 (stereo not drawn)	-5	0%	-3	-2%	-2%	-4	-4%	0	-1%	5%
CN(C(=O)CCN1C(=O)S/C(=C\c2ccccc2)C1=O)C1CCS(=O)(=O)C1 (stereo not drawn)	2	4%	14	5%	4%	-8	-1%	9	?	8%
S=C(NC12CC3CC(CC(C3)C1)C2)N1CCCC1	-2	0%	5	-1%	-11%[46.1 µM]	8	-1%	28	7%	20%
C=CCn1c(SCC(=O)Nc2nccs2)nnc1-c1cc2cccc(OC)c2o1	-23	2%	-14	7%	11%	15	-21%	0	6%	0%
Cc1ccc(C)c(NC(=O)C2CC3CCC2C3)c1 (stereo not drawn)	1	0%	11	2%	-2%	-11	3%	13	2%	?
